High-throughput results (PubChem)
DT40 TDP1 CPT = growth inhibition of DT40 Tdp1-/-;hTDP1 cells with camptothecin (screen for TDP1 inhibitors); chicken DT40 Tdp1-/-;hTDP1 cells + 20 nM CPT, ATP luminescence, 48 h; AID 686979; Potency, µM (highest dose often 46.2 µM), without a hit: at the top dose activity change, negative = growth inhibition, most hits filed as inhibitors; hit rate 12% among 420,000; also: nearly all actives have a fitted effect of over 55% in size
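Chicken DT40 Tdp1-/- cells complemented with human TDP1, 400 cells/well, exposed to compounds plus 20 nM camptothecin for at least 48 h at 37 C; viability read as ATP content by CellTiter-Glo luminescence.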
TDP1 inh = inhibitors of human tyrosyl-DNA phosphodiesterase TDP1. Potency, µM (series often up to 130 µM), inactives show at the highest dose activity change, negative = inhibition, most hits filed as inhibitors. AID 485290. hit rate 0.28% among 350,000. recombinant TDP1, AlphaScreen DNA substrate cleavage. Q9NUW8; also: nearly all actives have a fitted effect of over 40% in size
Target sequence (Q9NUW8 whole entry, looked up): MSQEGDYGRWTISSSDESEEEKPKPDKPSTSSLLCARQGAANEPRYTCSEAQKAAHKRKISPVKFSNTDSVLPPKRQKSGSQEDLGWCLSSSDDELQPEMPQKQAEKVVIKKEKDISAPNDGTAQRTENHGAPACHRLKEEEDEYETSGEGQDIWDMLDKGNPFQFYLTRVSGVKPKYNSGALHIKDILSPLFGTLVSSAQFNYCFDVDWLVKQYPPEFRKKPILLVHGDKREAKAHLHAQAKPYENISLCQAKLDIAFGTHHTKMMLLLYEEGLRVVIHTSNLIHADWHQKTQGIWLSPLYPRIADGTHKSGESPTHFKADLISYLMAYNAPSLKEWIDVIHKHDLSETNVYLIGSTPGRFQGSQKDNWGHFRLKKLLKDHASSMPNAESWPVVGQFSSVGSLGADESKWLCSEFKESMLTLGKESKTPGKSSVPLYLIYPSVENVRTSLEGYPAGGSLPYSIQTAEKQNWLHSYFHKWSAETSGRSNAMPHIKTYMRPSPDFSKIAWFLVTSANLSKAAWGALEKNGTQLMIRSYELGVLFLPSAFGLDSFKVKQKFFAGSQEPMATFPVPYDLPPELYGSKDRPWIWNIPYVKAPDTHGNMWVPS
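E. coli-derived human Tdp1, 1 nM final. Cpd preinc 15 min RT; substrate 15 nM final, 5 min RT; AS bead mix 10 ug/ml final, 10 min RT. Signal loss = tyrosine-FITC cleavage. No-enzyme wells = max signal.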
DT40 TDP1 no CPT = qHTS for Inhibitors of human tyrosyl-DNA phosphodiesterase 1 (TDP1): qHTS in cells in absence of CPT | DT40 Tdp1-/- hTDP1 cells, no CPT, ATP luminescence, 48 h | Potency, µM (doses to about 46.2 µM), for inactives: top-dose activity change, negative = growth inhibition, actives largely listed as inhibitors | hit rate 15% among 420,000 | AID 686978, 2013; also: nearly all actives have a fitted effect of over 55% in size
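Readout: luminescence from CellTiter-Glo after 30 min in the dark at RT. Cells: DT40 Tdp1-/- with stable hTDP1, 400/well. Exposure: compounds alone, ≥48 hr, 37 °C.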
The depositor's hits bear a star; ? = inconclusive; · = no result given; & = joins results of further samples; [ ] = another dose, or the depositor's remark. Calls follow the shape of the dose curve; as a rule, active = well fitted curve in the direction sought with a large enough effect; inconclusive = small, poorly fitted or top-dose-only effect, or another doubt; inactive = no such curve, though single readings can be large; an effect the other way counts as inactive or inconclusive. % is scaled to controls: 0 for no effect and ±100 for the full control effect; potency is read from the fitted curve at half-maximal effect. This is a random part of the collection; 18% or so of the library scored in one or more.

compound,TDP1 inh,DT40 TDP1 CPT,DT40 TDP1 no CPT
CCN1C[C@@H]2[C@@H]3C(=O)N(C)C(=O)[C@@H]3[C@](C)(C1=O)N2C(=O)c1ccc(Br)cc1,·,-7%,-21%
CCn1c(=O)n(CC)c2cc(NC(=O)C(C)c3ccccc3)c(Br)cc21 (configuration not stated),·,?,?
CN(CC(=O)Nc1ccc(Cl)c(C(F)(F)F)c1)C(=O)c1ccc(N2CCOCC2)c([N+](=O)[O-])c1,·,23µM*,26µM*
Cc1noc(C)c1C(=O)OCC(=O)NCc1ccc(Cl)cc1,1%,5%,-21%
COc1ccc(CCN2C(=O)C(O)=C(C(=O)c3ccco3)C2c2cccs2)cc1OC (configuration not stated),4%,-14%,-14%
O=C(NCCCN1CCCC1=O)c1cncc(Br)c1,8%,5%,-14%
CCc1nc2ccc(C(=O)N(C)CCN(C)C)cn2c1N(CC)C(=O)NCCc1ccccc1,·,-13%,-10%
CCCC(=O)NC(=S)Nc1ccc(NC(=O)C(C)C)c(OC)c1,3%,1%,-5%
COc1cccc(C(c2nnnn2CS(=O)(=O)c2ccc(C)cc2)N2CCN(C)CC2)c1OC (configuration not stated),0%,-17%,-6%
COc1cc(C(=O)NNC(=S)NCc2ccco2)cc(OC)c1OC,0%,10%,8%
O=C(OCC(=O)c1ccc(Cl)s1)c1ccc(CO)cc1,2%,-2%,0%
CCOc1ccccc1NC(=O)C1CCN(S(=O)(=O)c2ccc3[nH]c(=O)ccc3c2)CC1,-2%,-5%,-19%
COc1ccc(C(=O)CSc2nc3ccc([N+](=O)[O-])cc3[nH]2)cc1,5%,?,16µM*
O=C(Nc1cccc(F)c1)NC1(C(=O)N2CCOCC2)CCCCC1,5%,-6%,-1%
CCOC(=O)c1ccc(NC(=O)N2CC3CCCN3c3ccccc32)cc1 (configuration not stated),11%,?,?
N#CC(c1ccncc1)(c1ncc(C(F)(F)F)cc1Cl)N1CCOCC1 (configuration not stated),5%,-4%,?
O=C(Cn1nnc(-c2ccc(CN3CCOCC3)cc2)n1)NC1CCCCC1,-9%,-1%,-2%
CCCCNC(=O)Nc1nnc(-c2ccccc2)o1,8%,-30%,-4%
O=C(NCCN1CCN(Cc2ccccc2Cl)CC1)Nc1ccccc1,3%,?,-9%
Cc1ccc2c(c1)NC(=O)C(CC(=O)NCCCN1CCCC1=O)O2 (configuration not stated),-4%,?,-13%
CCOc1ccc(C(CC(=O)O)NC(=O)c2ccco2)cc1 (configuration not stated),3%,-4%,0%
Cn1cnnc1SCC(=O)NNC(=O)c1ccc(Cl)cc1,-5%,-8%,0%
O=C(OCC(=O)N1CCc2ccccc21)c1ccc([N+](=O)[O-])cc1,-1%[56.1 µM],21µM*,29µM*
CCN(CC(=O)Nc1c(F)cccc1F)C(=O)c1cccc(S(=O)(=O)N2CCc3ccccc3C2)c1,·,?,?
O=C1CC(N2CCN(c3ccc(S(=O)(=O)N4CCCC4)cc3)CC2)C(=O)N1c1ccc(F)cc1 (configuration not stated),9%,7%,-2%

The last 2 compounds of the section above lead into the next:
compound,TDP1 inh,DT40 TDP1 CPT,DT40 TDP1 no CPT
CCN(CC(=O)Nc1c(F)cccc1F)C(=O)c1cccc(S(=O)(=O)N2CCc3ccccc3C2)c1,·,?,?
O=C1CC(N2CCN(c3ccc(S(=O)(=O)N4CCCC4)cc3)CC2)C(=O)N1c1ccc(F)cc1 (configuration not stated),9%,7%,-2%
O=c1c2sc3ccccc3c2n(Cc2cccc(Cl)c2)c(=O)n1Cc1ccco1,0%,21µM*,23µM*
COc1cccc(CNC(=S)Nc2ccc3c(c2)c(=O)n(C)n3Cc2ccc(F)cc2)c1,·,?,-26%
CC1(C)CC(=O)C2=C(C1)Nc1ccccc1N(C(=O)C1CC1)C2c1ccco1 (configuration not stated),4%,-29%,21%
CN1CCC(=NNC(=O)CSCc2ccccc2)CC1,8%,-12%,-9%
COc1cc(/C=C/C(=O)O)cc(Br)c1O,·,2%,-1%
COc1ccc(C(NC(=O)/C=C\c2ccco2)c2ccc(OC)c(OC)c2)cc1 (configuration not stated),-5%,-28%,-4%
c1ccc(-c2nc(-c3ccncc3)n[nH]2)nc1,1%,-14%,-27%
S=C(CSc1ccccc1)Nc1cccc2ccccc12,·,?,?
CCOc1ccccc1NC(=O)c1ccc2nccnc2c1,4%,?,?
Cc1cccc2c1-c1sc(C(=O)Nc3ccc(F)cc3F)cc1CO2,·,?,?
O=C(CCCCCCCC(=O)N1CCCCCC1)N1CCCCCC1,·,23µM*,?
CC(OC(=O)CNC(=O)C12CC3CC(CC(C3)C1)C2)C(=O)Nc1ccc(N2CCOCC2)cc1 (configuration not stated),0%,-5%,9%
CCN1C(=O)[C@H]2[C@@H](c3ccc(SC4CCCCC4)c(OC)c3)N3CCCC[C@@]3(C(=O)OC)[C@H]2C1=O,0%,?,23µM*
CC1CCCC(NC(=O)COC(=O)Cc2c[nH]c3ccccc23)C1C (configuration not stated),1%,0%,4%
CC(=O)c1cccc(NC(=O)CSc2nc(=O)n(Cc3ccco3)c3c2CCC3)c1,8%,-23%,?
COC(=O)c1cc(C(=O)CC(C)C)c[nH]1,8%,7%,-16%
CCOCc1nnc(NC(=O)CSCc2ccccc2)s1,2%,-2%,6%
CCOC(=O)C1=CC[C@@H](c2ccccc2)N(S(=O)(=O)c2ccc(C)cc2)[C@H]1C,·,?,23µM*
CCc1nc2ccc(C(=O)N3CCN(C(=O)c4ccco4)CC3)cn2c1N(C)C(=O)Nc1ccccc1OC,·,-11%,-6%
O=C(NCc1ccc(F)cc1)c1cccc(S(=O)(=O)N2CCCC2)c1,2%,-16%,-18%
CCc1ccc2oc(C(=O)NCC(c3ccc(Cl)cc3)N3CCOCC3)c(C)c2c1 (configuration not stated),-2%,8.2µM*,8.2µM*
CCC(C)[C@H](N)c1nnc(SCc2cccc(F)c2)o1 (some centres not stated),-1%,-8%,3%
Cc1nc2cc(C(=O)OCC(=O)Nc3cccc(Cl)c3)ccc2n1-c1ccccc1,8%,-18%,-28%
CCNC(=O)C1CCCN(C(=O)c2ccccc2)CC1 (configuration not stated),·,2%,-13%
CCCCN(CCCC)CCCNC(=O)Cn1cc2c(n1)-c1c(oc(C(=O)N3CCCC3)c1C)CC2,4%&3%,?,?
O=C(CNC(=O)c1ccccc1)NCC(=O)OCc1ccccc1Cl,-4%,3%,-14%
Cc1ccc(-c2nnc(OCc3cccnc3)c3ccccc23)cc1,6%,-15%,?
COc1ccc2c(c1)Cc1sc(NC(=O)c3cccs3)nc1-2,9%,?,21µM*
Cc1nn(C(C)C(=O)NCCN2CCCCCC2)c(=O)c2nn(-c3ccccc3)c(C)c12 (configuration not stated),1%,-5%,5%
NC(=O)c1ccc(-n2nnnc2SCC(=O)Nc2ccccc2-c2ccccc2)cc1,-6%,?,16µM*
CCC(C)NC(=O)CN1C(=O)COc2ccc(S(=O)(=O)N3CCOCC3)cc21 (configuration not stated),-1%&1%,4%&-2%,8%&1%
Cc1ccc(S(=O)(=O)c2nnn3c2nc(N2CCCCC2)c2ccccc23)cc1,-4%,?,?
COc1cccc(CNc2nc3cc(-c4cccc(Cl)c4)sc3c(=O)n2C)c1,·,-29%,-12%
O=C(CN1C(=O)NC2(CCCC2)C1=O)N1CCN(S(=O)(=O)c2ccccc2Br)CC1,0%,-18%,2%
COc1ccc(N(CC(=O)Nc2cccc(OC)c2)S(=O)(=O)c2c(C)nn(C)c2C)cc1,6%,-25%,-28%
COc1cc(/C=C/C(=O)N2CC(C)OC(C)C2)cc(OC)c1OC (configuration not stated),3%,0%,-8%
Cc1cc(-c2ccccc2)nc2[nH]n(-c3ccccc3)c(=O)c12,7%,?,-8%
Cc1nc(-c2ccccn2)nc(N(C)c2ccccc2)c1Cl,·,2.6µM*,2.6µM*
CC(C)CCOC(=O)C1C2C=CC3(CN(Cc4cccs4)C(=O)C13)O2 (configuration not stated),4%,5%,1%
Cc1cc(C)c(S(=O)(=O)c2cccc(Br)c2C)c(=O)[nH]1,·,?,-13%
CCOC(=O)c1c(NC(=O)C2CC(Cl)=CCC2C(=O)O)sc2c1CC(C)(C)OC2 (configuration not stated),0%,8%,1%
C/C(=N\Nc1ncc(Cl)cc1Cl)c1ccc(OC(F)F)cc1,2%,?,?
CCOc1ccc(OCc2ccc(C(=O)Nc3cc(OC)c(OC)c(OC)c3)o2)cc1,-7%,?,?
O=C(O)CCSSCCC(=O)O,3%&12%,18%,0%
COc1cccc(NC(=O)COC(=O)CC2CC3CCC2C3)c1 (configuration not stated),-5%,-23%,4%
Cc1ccc2nc(Cc3ccc(N)cc3)[nH]c2c1,8%,-3%,-10%
O=C(NCCc1cn[nH]c1)c1ccc2oc(CCc3ccccc3)nc2c1,·,-22%,?
O=C(CSc1nccn1Cc1ccccc1)Nc1nc2ccccc2s1,14%,?,-7%
Cc1ccc(S(=O)(=O)N(C)CCCC(=O)N2CCCCC2)cc1,·,-9%,-23%
Cc1ccc(C(=O)CSc2nnc(CNc3nc(-c4ccccc4)cs3)n2C)cc1,5%,?,?

Additional records
compound,TDP1 inh,DT40 TDP1 CPT,DT40 TDP1 no CPT
COc1ccc(Cn2c(CO)cnc2SCc2ccccc2)cc1,9%,?,?
O=S(=O)(Nc1ccc(N2CCOCC2)cc1)c1ccc(Cl)s1,5%,?,?
COc1cccc(OC)c1C(=O)NC(=S)Nc1ccc2oc(-c3ccncc3)nc2c1,3%,26µM*,23µM*
COc1cc(C)ccc1OCc1cc(C(=O)N2CCN(C)C[C@@H]2c2ccccc2)no1,6%,?,-27%
CC(C)=N/N=C1/NC(=O)C(CC(=O)Nc2cc(Cl)ccc2C)S1 (configuration not stated),-1%,1%,-8%
COc1ccccc1NC(=O)C(C)N1CCN(C/C=C/c2ccccc2)CC1 (configuration not stated),2%,?,?
O=C(CN1CCN(c2ccc(F)cc2)CC1)Nc1ccccc1Br,·,-3%,?
NC(=O)[C@@H]1CCCN1Cc1c(C(=O)N2CCN(C3CCCCC3)CC2)nc2ccccn12,4%,-1%,3%
O=C(O)CC(NC(=O)Cc1ccccc1)c1cc([N+](=O)[O-])ccc1Cl (configuration not stated),-2%,4%,-7%
CC(C)C(NC(=O)c1ccccc1)C(=O)NCCc1ccccc1 (configuration not stated),-5%,6%,1%
O=C(CSCc1c(Cl)cccc1Cl)NN1C(=O)c2ccccc2C1=O,1%,-20%,-3%
COc1cc(NC(=O)CSCc2cnn(-c3ccccc3)c2-n2cccc2)cc(OC)c1,15%[56.1 µM],?,15µM*
O=C(O)c1nnn(-c2cc(C(F)(F)F)cc(C(F)(F)F)c2)c1-c1ccccc1,3%,-1%,0%
COc1ccc(CNC(=O)C2CCN(c3cc(C(=O)Nc4cccc(OC)c4)ccn3)CC2)cc1,5%,?,?
CC(OC(=O)C1=COCCO1)C(=O)NC(C)c1ccc(Cl)cc1Cl (configuration not stated),·,-20%,-3%

Rewritten with each value named: entries from further up
structure: COc1cccc(NC(=O)COC(=O)CC2CC3CCC2C3)c1 (configuration not stated)
  TDP1 inh: -5% | DT40 TDP1 CPT: -23% | DT40 TDP1 no CPT: 4%
structure: Cc1ccc2nc(Cc3ccc(N)cc3)[nH]c2c1
  TDP1 inh: 8% | DT40 TDP1 CPT: -3% | DT40 TDP1 no CPT: -10%

A section taken from the entries so far, for reference:
compound,TDP1 inh,DT40 TDP1 CPT,DT40 TDP1 no CPT
CCN1C[C@@H]2[C@@H]3C(=O)N(C)C(=O)[C@@H]3[C@](C)(C1=O)N2C(=O)c1ccc(Br)cc1,·,-7%,-21%
CCn1c(=O)n(CC)c2cc(NC(=O)C(C)c3ccccc3)c(Br)cc21 (configuration not stated),·,?,?
CN(CC(=O)Nc1ccc(Cl)c(C(F)(F)F)c1)C(=O)c1ccc(N2CCOCC2)c([N+](=O)[O-])c1,·,23µM*,26µM*
Cc1noc(C)c1C(=O)OCC(=O)NCc1ccc(Cl)cc1,1%,5%,-21%
COc1ccc(CCN2C(=O)C(O)=C(C(=O)c3ccco3)C2c2cccs2)cc1OC (configuration not stated),4%,-14%,-14%
